Bioassay records deposited in PubChem BioAssay by several laboratories.
DAT uptake mod = human DAT dopamine uptake with cocaine, either direction; Q01959; LLC-PK1 hDAT cells, [14C]-dopamine uptake with cocaine IC80; actives deviate in either direction; B-score at 10 µM; hit rate 1.3% among 110,000;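 active means Z score or B-score, a plate-position-corrected score, falls beyond the plate's 99.7% confidence bounds, in either direction; inactive means both scores lie inside the 99.7% bounds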;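 further: scored against the spread of the other compound wells on the same plate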
Target sequence (Q01959 whole entry, looked up): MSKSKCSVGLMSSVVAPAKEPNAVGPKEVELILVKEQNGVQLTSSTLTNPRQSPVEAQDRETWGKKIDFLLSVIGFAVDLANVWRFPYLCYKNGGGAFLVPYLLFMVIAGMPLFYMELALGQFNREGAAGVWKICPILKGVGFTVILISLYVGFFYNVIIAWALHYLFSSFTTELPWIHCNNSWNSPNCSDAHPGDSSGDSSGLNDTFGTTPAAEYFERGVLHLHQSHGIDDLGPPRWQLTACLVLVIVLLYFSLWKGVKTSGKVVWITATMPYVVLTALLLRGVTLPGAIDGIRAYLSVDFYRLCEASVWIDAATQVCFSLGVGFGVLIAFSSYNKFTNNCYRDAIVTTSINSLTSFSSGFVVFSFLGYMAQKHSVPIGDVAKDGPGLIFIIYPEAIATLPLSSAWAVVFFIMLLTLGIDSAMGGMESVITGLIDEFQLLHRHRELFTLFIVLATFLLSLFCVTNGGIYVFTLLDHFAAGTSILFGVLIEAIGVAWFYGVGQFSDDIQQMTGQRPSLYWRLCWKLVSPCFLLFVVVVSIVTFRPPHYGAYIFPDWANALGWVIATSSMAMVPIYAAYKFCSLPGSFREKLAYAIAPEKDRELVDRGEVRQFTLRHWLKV
MT1-MMP txn act = activates MT1-MMP transcription; HT1080 MT1-MMP promoter luciferase reporter, luminescence, overnight; active compounds read high; activation factor at 10 µM; hit rate 0.16% among 86,000; AID 750;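 active means activation factor of at least 2 for MT1-MMP transcription at 10 µM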
HUVEC tox TNFa = toxic to HUVEC cells under TNF alpha stimulation; HUVEC TNFalpha-stimulated, Hoechst cell count, imaging; cell count reduction, % at 2 µM; hit rate 0.17% among 93,000; AID 848;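 active means cell count reduction exceeding the screen mean by over 5 SD, scaled to untreated wells per plate, cut at about 78% in these data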;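 further: cells counted after 24 h of TNF alpha exposure following the 1 h pretreatment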
VCAM1 TNFa inh = reduces TNF alpha induced VCAM1 expression in HUVEC; HUVEC TNFa-induced VCAM-1 immunofluorescence, high-content imaging; hit rate 0.48% among 95,000; inhibition, % at 2 µM; AID 802;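 active means inhibition above the batch mean plus 3 SD, with images confirmed as a hit by eye, cut at about 37% in these data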;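 further: 0% = TNF-stimulated DMSO wells and 100% = unstimulated control wells; not every result past the cut was called active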
Smad3 inh = Smad3 (human) transcription factor binding inhibition; P84022; TR-FRET Smad3/Dy647-FoxH1 peptide binding, europium anti-His; inhibition, % at 25 µM; hit rate 0.29% among 88,000; AID 630;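 active means compounds that reduce the energy-transfer binding signal between the protein and its labelled peptide by more than half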;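 further: 0% = Smad3 plus labelled peptide maximal FRET and 100% = peptide-only background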
Target sequence (P84022 whole entry, looked up): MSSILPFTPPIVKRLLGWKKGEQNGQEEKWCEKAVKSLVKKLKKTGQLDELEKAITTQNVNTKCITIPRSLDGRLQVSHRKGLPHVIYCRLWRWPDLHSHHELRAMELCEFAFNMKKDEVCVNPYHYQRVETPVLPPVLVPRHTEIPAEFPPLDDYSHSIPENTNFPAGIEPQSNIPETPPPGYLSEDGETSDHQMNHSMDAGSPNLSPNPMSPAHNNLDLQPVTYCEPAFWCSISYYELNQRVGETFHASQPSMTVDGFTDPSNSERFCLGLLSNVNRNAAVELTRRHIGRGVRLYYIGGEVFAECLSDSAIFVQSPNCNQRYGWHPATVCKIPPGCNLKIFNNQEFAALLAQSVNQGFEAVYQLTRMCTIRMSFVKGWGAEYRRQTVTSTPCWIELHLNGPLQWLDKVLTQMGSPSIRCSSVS
Candida biofilm = kills Candida albicans biofilms; inhibition, % at 6 µM; C. albicans biofilm + clotrimazole, Alamar Blue; hit rate 0.14% among 85,000;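 active means inhibition above 20%; inactive means inhibition below 20%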;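 further: preformed 24 hr biofilms exposed to compound for 48 hr; 0% = biofilm without compound and 100% = blank killed by clotrimazole plus chlorhexidine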
HUVEC tox IL1B = toxic to HUVEC cells under IL-1B stimulation; cell count reduction, % at 2 µM; hit rate 0.41% among 94,000; HUVEC cell count loss, Hoechst imaging, IL-1B stimulated; AID 845;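 active means cell count reduction more than 3 SD above the screen-wide mean, cut at about 70% in these data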;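 further: normalized per plate to untreated control cells as the no-loss baseline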
LYP inh 2 = blocks human PTPN22 phosphatase activity; AID 640; Q9Y2R2; hit rate 0.21% among 96,000; recombinant LYP catalytic domain, DiFMUP fluorescence; inhibition, % at 2 µM;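 active means inhibition at 2 µM at or above a set limit, the screen mean plus 3 SD, cut at about 24% in these data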;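 further: 0% = DMSO with enzyme and 100% = enzyme fully blocked by orthovanadate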
F-actin modifier = cytoskeleton assembly modification; HUVEC TNFa F-actin phalloidin imaging, high content; inhibition, % at 2 µM; hit rate 0.18% among 91,000; AID 836;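 active means inhibition above the batch mean plus 3 SD and confirmed as a hit by visual image inspection, cut at about 30% in these data, passing the limit was not always enough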; further: strong numbers were not always called active
Active calls of the source: *; nt = not tested or not shown; [ ] = dose if it differs, or a comment. An excerpt, so the mix of outcomes need not match the whole.

mol	DAT uptake mod	MT1-MMP txn act	HUVEC tox IL1B	HUVEC tox TNFa	F-actin modifier	Smad3 inh	VCAM1 TNFa inh	Candida biofilm	LYP inh 2
Cc1cccc(NC(=O)CSc2nc3nc(C)cc(C)c3c(=O)[nH]2)c1	0.21	nt	3	-3	6	nt	0	nt	7
O=C(Nc1ccc(N2C(=O)C3C4C=CC(C4)C3C2=O)cc1)Nc1nnc(C(F)(F)F)s1 (stereo unspecified)	-0.91	nt	11	-36	2	nt	12	nt	-7
Cc1ccc(S(=O)(=O)Cn2nnnc2C(CC(C)C)N2CCN(c3ccc(F)cc3)CC2)cc1 (stereo unspecified)	-0.58	1.3	-15	-5	19	1	18	5	1
Cc1nc(SCC(=O)N2CCc3ccccc32)n[nH]1	-1.3	1.1	-25	-14	3	1	16	8	11
CCOC(=O)N1CCN(C(=O)Nc2ccc3nccnc3c2)CC1	1.2	1.2	18	5	-3	8	-8	4	14
Cn1c(Cc2csc(N)n2)nnc1SC/C=C/c1ccccc1	0.44	1.1	-9	3	9	-9	21	5	11
Cc1ccc(NN2C(=O)C=C(c3ccc(Cl)cc3)C2=O)cc1	-0.6	1.2	13	5	nt	5	11	4	-4
COc1ccc(CC(C(=O)Nc2cccc(F)c2)c2nn[nH]n2)c(OC)c1 (stereo unspecified)	-0.063	1.1	-37	20	-58	-2	11	4	-3
CCCCn1c(SCC(=O)NCc2ccco2)nnc1-c1ccoc1C	0.26	1.2	13	16	-8	47[fluorescence artefact?]	-22	8	1
COc1cccc(/C=N/NC(=O)c2nc(-c3ccccc3)cc(-c3ccccc3)n2)c1	-0.09	nt	7	-18	-20	nt	-49	nt	19
Fc1ccc(NC(=S)N/N=C/c2cccc(Br)c2)c(F)c1	-0.044	nt	2	-12	-9	nt	-20	nt	-4
CCN(CC)C(=O)Cn1c(=O)n(-c2ccccc2)c(=O)c2c3c(sc21)CCC3	-0.064	0.9	12	46	-9	-19	22	3	8
Cc1cccc(CS(=O)(=O)Cc2ccc(C(=O)NCc3ccco3)o2)c1	nt	1	9	-54	27	3	4	7	0
Cc1ccc2c(N)c(C(=O)N(c3ccccc3)c3ccccc3)sc2n1	-0.55	1.1	15	-22	18	2	7	9	9
Cc1csc(NC(=O)Cc2nn(C)c(=O)c3ccccc23)n1	1.5	nt	-24	-14	-11	3	16	9	0
CC1CCN(Cc2ccc(-c3nn[nH]n3)cc2)CC1	0.5	1.1	-19	0	11	2	4	7	-6
O=C(CSc1ccc(Cl)cc1)N1CCN(c2c(Cl)cccc2[N+](=O)[O-])CC1	1.3	nt	-12	-33	3	nt	-7	nt	2
O=C(c1ccccc1)N1CCN(S(=O)(=O)N2CCCCC2)CC1	-0.21	1	13	-27	0	4	-3	6	-1
S=c1[nH]ncn1/N=C/c1cccc(Oc2ccccc2)c1	-0.27	nt	7	0	1	10	-5	3	-2
COC(=O)C(CC(C)C)NC(=O)C(N)Cc1ccccc1 (stereo unspecified)	-0.87	nt	38	8	-15	nt	1	nt	-3
O=C(COc1ccc(S(=O)(=O)NC2CCCCC2)cc1Cl)NCC1CCCO1 (stereo unspecified)	1.7	1.2	6	19	-12	8	5	2	4
COc1cc(NS(=O)(=O)c2ccc(N/C=C(\C#N)c3nc4cc(Cl)ccc4o3)cc2)nc(OC)n1	2.6	nt	-2	27	-11	nt	46	nt	4
COc1ccc(C)cc1NC(=O)CSc1nnc(-c2ccco2)n1Cc1ccco1	0.29	1	-10	1	5	6	-41	7	-1
CS(=O)(=O)N(CC(=O)Nc1c(F)cccc1F)c1ccc(C23CC4CC(CC(C4)C2)C3)cc1	0.15	nt	-8	-12	10	nt	7	nt	1
Nc1nnc(CC(=O)N2CCCCC2)s1	-1.5	1.2	-13	-23	12	-4	-10	6	-9
NC(=O)c1ccccc1OCC(=O)O	-0.49	nt	14	14	-50	nt	4	nt	3
O=C(Nc1ncc(Cc2ccc(SC(F)F)cc2)s1)c1ccccc1	nt	nt	24	32	-34	nt	6	nt	0
Cc1cccn2c(=O)c(/C=N/O)c(N3CCCCC3)nc12	-0.044	0.9	-3	6	4	3	-6	7	2
O=C1NCCCC1C(=O)N/N=C/c1ccccc1 (stereo unspecified)	-0.22	nt	13	10	27	nt	5	nt	1
CCC(C)N(C(=O)CSc1nc(-c2ccccc2)cs1)C1CCS(=O)(=O)C1 (stereo unspecified)	1.2	nt	-15	-41	6	4	0	6	-6
O=C(NCN1CCCCC1)c1cccnc1	-0.27	1	-15	-8	-14	-1	-1	5	0
C[C@H](C(=O)O)c1n[nH]c(=O)c2ccccc12	-0.91	1	17	-18	11	-5	4	7	-7
Cc1ccc(C(=O)OC2=CC(=O)CC(C)(C)C2)cc1	-0.021	nt	-20	2	2	nt	6	nt	-10
COc1ccc(Cn2c(SC)nc3ccccc32)cc1[N+](=O)[O-]	0.93	nt	-6	-6	20	nt	0	nt	-11
COC(=O)CCc1c(C)[nH]c(=S)[nH]c1=O	-0.49	1.1	-10	-6	-6	-6	-13	10	-12
COCCNC(=O)c1ccc(Cl)c(Cl)c1	-0.51	1	-78	9	-23	8	-8	4	3
CN(C)S(=O)(=O)N1CCC(Cc2ccccc2)CC1	-0.65	1.1	nt	nt	nt	10	nt	5	nt
Cc1ncc(S(=O)(=O)c2ccc(Cl)cc2)c(-c2ccccc2)n1	0.00061	1.2	-10	-9	-6	6	24	2	-4
CC(C)Cn1c(SCC(=O)NC2CCCc3ccccc32)nc(O)cc1=O (stereo unspecified)	0.094	1.1	19	68	-14	-5	0	9	-1
Cc1cc(C)cc(-n2ccnc2SCC(=O)Nc2nccs2)c1	-0.93	1.1	-27	-8	-52	-5	-9	5	-3

Some of these compounds in order of count of non-hydrogen atoms, low to high:
mol	DAT uptake mod	MT1-MMP txn act	HUVEC tox IL1B	HUVEC tox TNFa	F-actin modifier	Smad3 inh	VCAM1 TNFa inh	Candida biofilm	LYP inh 2
C[C@H](C(=O)O)c1n[nH]c(=O)c2ccccc12	-0.91	1	17	-18	11	-5	4	7	-7
O=C(Nc1ncc(Cc2ccc(SC(F)F)cc2)s1)c1ccccc1	nt	nt	24	32	-34	nt	6	nt	0
O=C(COc1ccc(S(=O)(=O)NC2CCCCC2)cc1Cl)NCC1CCCO1 (stereo unspecified)	1.7	1.2	6	19	-12	8	5	2	4

(list continues)
mol	DAT uptake mod	MT1-MMP txn act	HUVEC tox IL1B	HUVEC tox TNFa	F-actin modifier	Smad3 inh	VCAM1 TNFa inh	Candida biofilm	LYP inh 2
CN(c1ccccc1)S(=O)(=O)c1cc(C(=O)N2CCN(c3ccccn3)CC2)ccc1Cl	-0.041	1.5	2	-16	-1	4	12	8	2
Cc1nn(-c2ccccn2)c2c1C(c1ccccn1)C1=C(CCCC1=O)N2 (stereo unspecified)	1.7	nt	-4	-22	-18	nt	-18	nt	2
CCOC(=O)c1c(C)n(CC(O)c2ccccc2)c2ccc(O)cc12 (stereo unspecified)	-0.51	1.1	0	-16	-14	6	-8	-4	-4
Cc1cc(C)cc(SCc2noc(C(=O)NCC3CCCO3)c2C(=O)O)c1 (stereo unspecified)	0.46	nt	-11	-21	4	nt	12	nt	6
COc1cc(/C=N/NC(N)=O)cc(Br)c1OCc1ccc(C)cc1	-0.021	nt	-1	-7	-6	nt	-23	nt	0
CCc1ccccc1NC(=O)CC(O)(C(=O)OC)C(F)(F)F (stereo unspecified)	-0.28	0.9	-13	-34	-10	2	18	6	-37
CC1CCC(C(C)C)C(OC(=O)CSc2nnc(N)s2)C1 (stereo unspecified)	0.44	1.1	-10	-21	14	-2	25	6	1
CCCCCn1c(CN2CCN(Cc3ccccc3)CC2)nc2c1c(=O)n(C)c(=O)n2C	0.68	1.1	-31	-20	-6	0	12	8	8
CN(Cc1cccs1)C(=O)COc1ccc(-c2nnco2)cc1	-0.045	1	-29	-13	-15	5	-10	nt	4
C=CCOc1ccc(C2c3c(oc4ccccc4c3=O)C(=O)N2CCCN2CCOCC2)cc1 (stereo unspecified)	0.74	1.1	6	2	-23	6	6	8	5
COc1ccc(CCNC(=O)Cn2cnc3c(nnn3Cc3ccccc3F)c2=O)cc1OC	-0.3	1	-41	-15	11	3[fluorescence artefact?]	11	-3	4
N#Cc1ccccc1Cn1c(=O)n(-c2ccc(CC(=O)NCc3ccco3)cc2)c(=O)c2sccc21	0.00078	1	nt	nt	nt	5	nt	6	nt
Cc1ccccc1-c1n[nH]c(=S)o1	-1	1.2	-8	-3	10	12[fluorescence artefact?]	-27	8	1
Cc1ccc(S(=O)(=O)Cc2ccc(C(=O)NCc3cccs3)o2)cc1	1.8	1.1	-4	-6	-2	-2	-12	0	2
COc1ccc(CN(C)C2CCCCC2)c(C)c1C	-0.022	1	nt	-28	23	4	-4	-1	8
COc1ccc(CNC(C)C2COc3ccccc3O2)c(OC)c1 (stereo unspecified)	1	1	-20	-16	6	-4	5	2	1
O=C(Cn1cc2c(n1)CCCC2)NCc1cccnc1	-0.96	1	nt	nt	nt	-9	nt	0	nt
O=C1CCC(Cc2ccccc2)N1 (stereo unspecified)	-0.77	1	nt	nt	nt	1	nt	-2	nt
CC(=O)Nc1ccc2c(c1)nc1n2CCOC1	-1.2	1.1	-2	-18	2	11	11	-1	6
CC(NC(=O)c1ccc(=O)oc1)c1ccccc1 (stereo unspecified)	-0.017	1.1	nt	-18	13	2	15	2	-2
Cc1ccc(S(=O)(=O)Oc2ccc(/C=C3\N=C(c4cccc(C)c4)OC3=O)cc2)cc1	nt	nt	-23	-17	5	nt	0	nt	-2
O=C(Cn1ncc2c(=O)oc3ccccc3c21)N1CCN(C(=O)c2ccco2)CC1	-0.98	1.2	-1	-29	0	nt	3	nt	-10
CC(C)CNC(=O)CC(c1ccccc1)c1c(O)ccc2ccccc12 (stereo unspecified)	-0.44	1	-1	32	-16	-6	-1	6	3
O=C(NC(=S)N1CCCc2ccccc21)c1ccc([N+](=O)[O-])cc1	-0.23	nt	10	-2	6	nt	-1	nt	8
CCCn1nnnc1SCC(=O)NNC(=O)C1CCCCC1	nt	nt	-9	-3	-12	nt	-7	nt	0
Cc1ccc2nc(/C(C#N)=C\c3ccc(N4CCCCC4)c([N+](=O)[O-])c3)[nH]c2c1	0.22	1.2	-3	-8	-20	6	10	4	6
CCOCCn1c(CN(Cc2ccccc2)Cc2ccccc2)nc2c1c(=O)[nH]c(=O)n2C	0.74	1.2	14	3	8	4[fluorescence artefact?]	-8	5	3
CCCCOCCCNC(=O)c1cccs1	0.0069	1	-47	-77	36	-3	90*	6	6
COc1ccc2c(c1)c(=O)oc1c(C)c3occ(C)c3cc12	nt	1	-25	3	-36	-9	43	2	4
CCCNC(=O)NC1C(NC(=O)NCCC)N(C)C(=O)N1C (stereo unspecified)	-0.021	1.1	20	13	-11	nt	2	nt	-3
COCCn1cc(C(=O)N2CCC(C)CC2)c2c3ccccc3n(C)c2c1=O	0.0021	1.2	-4	-26	13	-1	1	10	-9
Cc1ccc(OCC(=O)Nc2ccc(Cl)cc2)c(-n2nc3ccccc3n2)c1	-0.59	nt	10	-10	18	nt	-3	nt	14
CNc1cc(-n2nc(C)cc2-c2ccccc2)ncn1	0.26	1.2	-50	-36	17	0	4	1	1
Cc1cccc(OCCCC(=O)Nc2ccc(N3CCCCC3)cc2)c1C	0.23	nt	2	-11	37	nt	16	nt	11
Cc1onc(-c2ccccc2Cl)c1C(=O)N1CCc2ccccc2C1	-0.11	1.2	3	-2	-21	-6	29	6	1
c1ccc(Cn2nnc3c(N4CCCCCC4)ncnc32)cc1	0.17	1.2	-25	7	8	-2	-3	-1	-3
Cc1onc(-c2ccccc2Cl)c1C(=O)NCC(=O)O	-2.1	1	-33	-8	-16	0	-3	2	-11
